HCMV antiviral – qHTS Assay for inhibitors of the human cytomegalovirus (HCMV); HFF cells, HCMV-luciferase reporter, 72 h; active compounds read low; activity change, negative = inhibition, % at 57.5 µM; hit rate 4.5% among 410,000; AID 1259415, 2018; in the data active = activity change below about -60%; inconclusive = no clear call, values can overlap the other calls; inactive = above about -39%; also: % is scaled to controls: 0 for no effect and ±100 for the full control effect
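After 16 h attachment at 37C, HFF cells received test compound and HCMV-luciferase (1 PFU/cell); reporter luminescence read 72 h later, data normalized against buffer-only and known inhibitor Salinomycin.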
Shiga inhibitor – A qHTS for Small Molecule Inhibitors of Shiga Toxin. Vero cells, Shiga toxin protein synthesis inhibition reporter. inhibition, % at 38.7 µM. hit rate 9.2% among 290,000. AID 2315, 2010; in the data active = inhibition mostly above about 28%, no sharp cut-off; inactive = mostly below about 43%; also: 0% is about no effect
AMA1-RON2 inh – qHTS for Inhibitors of AMA1-RON; Towards Development of Antimalarial Drug Lead: Primary Screen; Plasmodium falciparum AMA1 (3D7) - RON2 peptide interaction; AlphaScreen AMA1-biotinylated RON2 peptide binding; Potency, µM (highest dose often 58.2 µM), for the others: at the highest dose activity change, negative = inhibition, hits mostly inhibitors; hit rate 0.2% among 360,000; AID 720542, 2013;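 also: potency is read from the fitted curve at half-maximal effect; 0% = vehicle wells and -100% = peptide control; nearly all actives have a fitted effect of over 45% in size; some results filed as inactive show a strong effect at the top dose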
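AMA1 (3D7) with his tag at 25 nM final met compounds first, then biotinylated RON2 peptide at 25 nM; detection used donor plus acceptor beads, 10 µg/mL apiece, read by AlphaScreen after 30 min at room temperature.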
CHX counter – Cycloheximide Counterscreen for Small Molecule Inhibitors of Shiga Toxin. cell reporter, cycloheximide protein synthesis inhibition counterscreen. max response, %. hit rate 12% among 300,000; in the data active = max response mostly above about 13%, no sharp cut-off; inactive = mostly below about 14%; also: read at 38.3 µM for the half of the compounds with a filed dose; 0% is about no effect
FBPA Giardia inh – qHTS Assay for Inhibitors of Fructose-1,6-bisphosphate Aldolase from Giardia Lamblia; purified Giardia FBPA; Potency, µM (highest dose often 59.6 µM), for the others: at the top dose activity, negative = inhibition, actives largely listed as inhibitors; hit rate 0.71% among 290,000; AID 2451, 2010; also: potency is read from the fitted curve at half-maximal effect; % is scaled to controls: 0 for no effect and ±100 for the full control effect; nearly all actives have a fitted effect of over 55% in size
Target sequence (A8B2U2 whole entry, looked up): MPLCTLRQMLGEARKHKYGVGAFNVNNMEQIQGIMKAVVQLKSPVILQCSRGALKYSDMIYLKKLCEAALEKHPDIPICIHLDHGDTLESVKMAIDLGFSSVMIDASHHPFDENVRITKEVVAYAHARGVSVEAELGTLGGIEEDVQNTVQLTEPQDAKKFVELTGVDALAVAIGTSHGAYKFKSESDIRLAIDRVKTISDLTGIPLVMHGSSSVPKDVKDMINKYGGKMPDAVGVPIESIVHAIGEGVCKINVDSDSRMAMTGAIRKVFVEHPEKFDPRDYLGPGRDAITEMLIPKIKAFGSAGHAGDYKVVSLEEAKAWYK
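40 nM FBPA preincubated 10 min at RT with compound (up to 57.5 uM final), then substrate plus GAPDH/TPI/NAD/arsenate coupling and diaphorase/resazurin added. Fluorescence read after 20 min at RT, 525/598 nm.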
AmpC inh detg – qHTS Inhibitors of AmpC Beta-Lactamase (assay with detergent) | AmpC hydrolysis of nitrocefin, absorbance 480 nm, 0.01% Triton | P00811 | hit rate 0.041% among 370,000 | Potency, µM (highest dose often 114 µM), for inactives: at the top dose activity change, negative = inhibition, usual class: inhibitors | AID 485294, 2010;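 also: potency is read from the fitted curve at half-maximal effect; 0% = no-compound wells and -100% = no-enzyme wells; nearly all actives have a fitted effect of over 25% in size; some results filed as inactive show a strong effect at the top dose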
Target sequence (P00811 whole entry, looked up): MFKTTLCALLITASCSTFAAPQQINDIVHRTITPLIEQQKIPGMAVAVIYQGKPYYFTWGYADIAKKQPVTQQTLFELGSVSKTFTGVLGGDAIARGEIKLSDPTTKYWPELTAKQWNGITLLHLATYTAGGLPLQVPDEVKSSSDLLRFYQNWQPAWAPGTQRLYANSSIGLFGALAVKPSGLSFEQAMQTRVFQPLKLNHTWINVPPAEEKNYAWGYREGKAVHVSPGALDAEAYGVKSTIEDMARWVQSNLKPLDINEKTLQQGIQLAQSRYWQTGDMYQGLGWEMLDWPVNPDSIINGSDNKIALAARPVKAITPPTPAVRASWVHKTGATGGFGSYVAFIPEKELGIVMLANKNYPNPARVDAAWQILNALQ
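20 mM phosphate pH 7.0 + 0.01% (detergent screen) or 0.0001% Triton X-100; 5.3 nM AmpC reagent; cpd preinc 15 min RT; nitrocefin (800 uM stock) to start; A480 q20 s × 4 min; Activity was normalised to no-enzyme and no-compound control wells.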
AmpC no deterg – qHTS Inhibitors of AmpC Beta-Lactamase (assay without detergent). P00811. AmpC nitrocefin hydrolysis, absorbance 480 nm, 0.0001% Triton. Potency, µM (doses to about 57.1 µM), for the others: top-dose activity change, negative = inhibition, usual class: inhibitors. hit rate 0.52% among 330,000. AID 485341, 2010;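 also: potency is read from the fitted curve at half-maximal effect; plate controls were no compound for no effect and no enzyme for full effect; nearly all actives have a fitted effect of over 20% in size; some results filed as inactive show a strong effect at the top dose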
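20 mM phosphate pH 7.0 + 0.01% (detergent screen) or 0.0001% Triton X-100; 5.3 nM AmpC reagent; cpd preinc 15 min RT; nitrocefin (800 uM stock) to start; A480 q20 s × 4 min; Activity was normalised to no-enzyme and no-compound control wells.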
Starred values were filed as active, the others as inactive; ? = inconclusive; · = not tested or not shown; [ ] = dose if it differs, or a comment. Unless noted, calls follow the shape of the dose curve; as a rule, active = well fitted curve in the direction sought with a large enough effect; inconclusive = small, poorly fitted or top-dose-only effect, or another doubt; inactive = no such curve, though single readings can be large; an effect the other way counts as inactive or inconclusive.

Order of values: HCMV antiviral	Shiga inhibitor	AMA1-RON2 inh	CHX counter	FBPA Giardia inh	AmpC inh detg	AmpC no deterg
COc1cc(C(=O)N[C@@H](C)C(=O)N2CCC3(CC2)NCCc2[nH]cnc23)cc(OC)c1OC
  7	-4	-6%	-2	·	0%	-1%
Cc1occc1-c1nnc(SCC(=O)NCCc2ccccc2)n1C(C)c1ccccc1 (stereo unspecified)
  37	44	0%	12	-3%	?	47%
Cc1ccc(C(=O)NNC(=O)OC(C)(C)C)c(Cl)c1
  -11	91*	2%	23*	1%	-6%	-9%
O=C(NCc1ccccc1)N(Cc1nc2ccccc2c(=O)[nH]1)C1CCCC1
  35	-6	0%	1	-9%	-9%	-23%
CCOC(=O)c1cccnc1SCC(=O)NC(C)CC (stereo unspecified)
  12	-1	17%	-5	9%	-8%	-8%
FC(F)(F)c1cccc(Cn2nnnc2-c2cccc(C(F)(F)F)c2)c1
  -36	-21	1%	-1	-1%	?	-15%
C#CCOCCOCCOCCNc1nc(N2CCN(C(=O)[C@H]([C@@H](C)CC)n3cc([C@@H](N)CO)nn3)CC2)nc(N2CCN(C(=O)[C@H](CCCCN)n3cc([C@@H](N)CC(C)C)nn3)CC2)n1
  -18	-9	8%	-2	-8%	6%	175%[activator]
CC(C)(C)c1nnc2sc(SCCN3C(=O)c4ccccc4C3=O)nn2c1=O
  9	14	9%	12	0%	?	-2%
COc1ccc(C)cc1NC(=O)CSc1cccc[n+]1[O-]
  2	·	12%	·	·	·	-17%
CC1(C)CC(=O)C=C(/C=C/c2ccccc2)C1
  -30	·	-10%	·	·	-1%	-2%
Cc1cc(=O)oc(C)c1C(=O)NCC1CCCO1 (stereo unspecified)
  6	-4	-2%	0	-11%	0%	-3%
CCOC(=O)C1=CN(Cc2cccc(-c3cccnc3)c2)S(=O)(=O)N(C)C1C (stereo unspecified)
  -27	·	-3%	·	·	·	97%[activator]
CN1CCN(c2ccc(/C=C3\C(=O)NC(=S)N(c4cccc(Br)c4)C3=O)o2)CC1
  31	2	9%	-1	-8%	?	-30%
Cc1ccc(S[C@@H](CCN2CC[C@H](NC(=O)OCc3ccccc3)CCC2=O)c2ccccc2)cc1
  ?	-4	-12%	0	-13%	?	87%[activator]
Cc1ccc(OCC(=O)N2CCN(C(=O)c3ccco3)CC2)cc1
  19	3	4%	-3	2%	3%	3%
COc1ccc(C(=O)N2CCCCCC2)cc1S(=O)(=O)N1CCOCC1
  -17	3	-3%	-2	9%	-7%	2%
CCN(CC)S(=O)(=O)c1ccc(N2CCCC2)c(NS(=O)(=O)c2ccc(OC)cc2)c1
  ?	8	-7%	-6	-1%	-9%	-29%
O=C(NCc1ccco1)c1ccccc1-c1nc(-c2ccc(F)cc2)no1
  -2	20	5%	12	-4%	3%	4%
CC[C@]12c3[nH]c4ccc(OC)cc4c3CCN1C(=O)C(CC(=O)NCC13CC4CC(CC(C4)C1)C3)C[C@@H]2C(=O)N1CCN(C(=O)C2CC2)CC1 (stereo partly specified)
  -3	·	-28%	·	·	·	210%[activator]
CC(C)(O)C#Cc1ccc(C(=O)N2CCN(C(=O)c3ccco3)CC2)cc1
  -5	-8	-4%	-3	8%	?	-1%
O=C(CCC(=O)N(CC(=O)NC1CCCC1)C1CCCCC1)Nc1ccccn1
  -11	27	-1%	11	0%	-1%	-11%
Cc1ccc(S(=O)(=O)NCC(=O)NCCc2c[nH]c3ccccc23)cc1C
  18	-16	-10%	-2	·	10%	-25%
CCOC(=O)C1=C(CSc2n[nH]c(N)n2)NC(=O)NC1C (stereo unspecified)
  23	-8	0%	0	-2%	-6%	-21%
Cc1cc(NC(=O)CCC2COc3ccccc3O2)no1 (stereo unspecified)
  -14	6	6%	14*	2%	-3%	-17%
COc1ccc(CCN2CC(C(=O)N3CCN(C(C)=O)CC3)CCC2=O)cc1 (stereo unspecified)
  -1	-5	-2%	3	·	-5%	-4%
Cc1sc2nc(CSc3n[nH]c(N)n3)[nH]c(=O)c2c1C
  -25	-16	5%	-3	-4%	-13%	-17%
CCS(=O)(=O)N1CCCC(C(=O)N2CCc3ccccc3C2)C1 (stereo unspecified)
  32	-8	0%	-2	-7%	-1%	-10%
COC(=O)C(O)(CC(=O)Nc1cccc(SC)c1)C(F)(F)F (stereo unspecified)
  -6	-1	11%	-1	6%	1%	-11%
CC1CCC2(CC1)NC(=O)N(CC(=O)Nc1cccc(S(=O)(=O)N3CCCC3)c1)C2=O (stereo unspecified)
  ?	·	5%	·	·	1%	-43%
CC(CO)NCC12CC3CC(CC(C3)C1)C2 (stereo unspecified)
  -15	2	5%	-2	-1%	-7%	-14%

Single records, as listed above.
`CC(C)(C)c1nnc2sc(SCCN3C(=O)c4ccccc4C3=O)nn2c1=O` is entered as HCMV antiviral: 9; Shiga inhibitor: 14; AMA1-RON2 inh: 9%; CHX counter: 12; FBPA Giardia inh: 0%; AmpC inh detg: ?; AmpC no deterg: -2%
`Cc1ccc(OCC(=O)N2CCN(C(=O)c3ccco3)CC2)cc1` is entered as HCMV antiviral: 19; Shiga inhibitor: 3; AMA1-RON2 inh: 4%; CHX counter: -3; FBPA Giardia inh: 2%; AmpC inh detg: 3%; AmpC no deterg: 3%

The list goes on:
Order of values: HCMV antiviral	Shiga inhibitor	AMA1-RON2 inh	CHX counter	FBPA Giardia inh	AmpC inh detg	AmpC no deterg
CN1CCN(S(=O)(=O)c2ccc3c(c2)NC(=O)C2CCCN32)CC1 (stereo unspecified)
  6	-5	0%	-2	-1%	-14%	12%
Fc1ccccc1CNC1CN2CCC1CC2 (stereo unspecified)
  -28	-10	-2%	-4	-8%	1%	-18%
Cc1cc(C(=O)OCC(=O)N2CC(=O)Nc3ccccc32)c(C)n1-c1ccc(F)cc1
  -30	2	8%	6	-2%	-18%	-12%
NCCCC[C@@H](C(=O)NCCCCCCCCCCC(=O)N1CCNCC1)n1cc(CCO)nn1
  -7	·	8%	·	·	-13%	-1%
Cc1ccccc1OCC(=O)Nc1sc(C(=O)Nc2cccc(C)c2C)c(C)c1C#N
  5	-2	2%	4	4%	?	-28%
CO/N=C(/CS(=O)(=O)c1ccc(C)cc1)c1ccc(OC)cc1
  88	8	14%	7	?	-15%	-31%
CCOC(=O)N1CCN(Cc2nc3ccc([N+](=O)[O-])cc3c(=O)n2-c2cccc(OC)c2)CC1
  32	-7	-6%	1	1%	-14%	57%
Cc1ccc2cc3cc(C(=O)NCCCN4CCCC4)oc3nc2c1
  ?	1	-11%	1	0%	-6%	31%
CSc1ccc(S(=O)(=O)N2CCC(C(=O)NCCN3CCOCC3)CC2)cc1
  21	14	-18%	-2	1%	5%	102%[activator]
C=C1C2C[C@@]3([C@@H]1O)[C@@H](C[C@@H]2O)[C@@]12C4[C@@H]3C[C@@H]1[C@@](C)(CC[C@@H]2O)CN4CC
  55	·	-5%	·	·	-10%	-11%
Nc1nnc(CC(=O)N/N=C/c2ccc([N+](=O)[O-])cc2)s1
  40	-5	51%[activator]	-5	-9%	-10%	-27%
Cc1cccc(C)c1NC(=S)N/N=C/c1ccc(C(=O)O)cc1
  20	-1	85%[activator]	0	-16%	-3%	-31%
COC(=O)c1c(SCC(=O)NC2CCCCC2)[nH]c2ccccc2c1=O
  24	-2	15%	-1	·	1%	-37%
CCn1c(C)cc(/C=C2/NC(=O)N(Cc3ccccc3F)C2=O)c1C
  -6	-15	-10%	-3	-16%	-9%	-12%
CCNc1nnc(SCC(=O)N2c3ccccc3NC(=O)CC2C)s1 (stereo unspecified)
  -5	·	-4%	·	·	?	-14%
Cc1nn(-c2ccccc2)c(Cl)c1C(=O)N1CCN(C)CC1
  -34	-9	0%	-2	0%	-7%	-19%
CC1CCCC(C)N1C(=S)SCC(=O)O (stereo unspecified)
  0	-8	12%	-1	26%	-11%	-11%
Cc1ccc(S(=O)(=O)Nc2nonc2C)cc1
  22	-26	18%	-2	7%	?	-7%
CC(c1ccc(F)cc1)n1cc(S(=O)(=O)N2CCCC2)ccc1=O (stereo unspecified)
  -4	·	-3%	·	·	-18%	-11%
Cc1noc(C)c1CSCC(=O)Nc1nc2c(F)cc(F)cc2s1
  0	·	-9%	·	·	-2%	?
COc1ccc(C2CC(c3ccccc3)Nc3nc(NC(=O)c4ccco4)nn32)cc1 (stereo unspecified)
  -10	-16	113%[activator]	-1	10%	0%	5%
CC1CCCC(C)N1C(=O)CSc1nc2c(c(=O)n(C)c(=O)n2C)n1C (stereo unspecified)
  -8	5	-24%	-1	3%	7%	-4%

Structural class, those above containing an NH in an aromatic ring (7)
Order of values: HCMV antiviral	Shiga inhibitor	AMA1-RON2 inh	CHX counter	FBPA Giardia inh	AmpC inh detg	AmpC no deterg
COc1cc(C(=O)N[C@@H](C)C(=O)N2CCC3(CC2)NCCc2[nH]cnc23)cc(OC)c1OC
  7	-4	-6%	-2	·	0%	-1%
O=C(NCc1ccccc1)N(Cc1nc2ccccc2c(=O)[nH]1)C1CCCC1
  35	-6	0%	1	-9%	-9%	-23%
CC[C@]12c3[nH]c4ccc(OC)cc4c3CCN1C(=O)C(CC(=O)NCC13CC4CC(CC(C4)C1)C3)C[C@@H]2C(=O)N1CCN(C(=O)C2CC2)CC1 (stereo partly specified)
  -3	·	-28%	·	·	·	210%[activator]
Cc1ccc(S(=O)(=O)NCC(=O)NCCc2c[nH]c3ccccc23)cc1C
  18	-16	-10%	-2	·	10%	-25%
CCOC(=O)C1=C(CSc2n[nH]c(N)n2)NC(=O)NC1C (stereo unspecified)
  23	-8	0%	0	-2%	-6%	-21%
Cc1sc2nc(CSc3n[nH]c(N)n3)[nH]c(=O)c2c1C
  -25	-16	5%	-3	-4%	-13%	-17%
COC(=O)c1c(SCC(=O)NC2CCCCC2)[nH]c2ccccc2c1=O
  24	-2	15%	-1	·	1%	-37%

Assay outcomes as filed in PubChem BioAssay.
